# TRPM1 prom inh: reduces MITF-dependent TRPM1 promoter luciferase signal; SK-MEL-5 TRPM1 promoter luciferase, 24 h; inhibition, % at 12.5 µM; actives 0.83% (n = 330,000);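 active = mean inhibition across replicates of 60% or more, whatever share of single replicates reaches that level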; note: values of inactives mirror those of a sister screen read the other way
# hiPSC survival: increases survival of single human iPS cells. AID 602274. actives 0.044% (n = 360,000). hiPSC single-cell survival, ATPlite luminescence; 100% = ROCK inhibitor wells, 0% = DMSO. survival enhancement, % at 20 µM; in the data active = survival enhancement above about 18%;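 note: cells exposed to compounds for 16 hours before the ATP read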
# Cardio protect: myocardial damage modulation in H9c2 cells; H9c2 cardiomyocytes, H2O2 injury protection, ATPLite, 2 h; protection from H2O2 cell death, % at 20 µM; actives 0.63% (n = 360,000); AID 588492;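 active = compounds giving at least 50% protection of heart cells from peroxide-induced death in the single-dose screen, raw or plate-pattern-corrected value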;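 note: 0% = DMSO wells with peroxide and 100% = DMSO wells without peroxide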
# Shn3 3UTR inh: Schnurri-3 reporter inhibition in Clone20 osteoblasts; AID 588674; Clone20 osteoblast Shn3 3'UTR firefly luciferase, 24 h; actives 0.52% (n = 360,000); inhibition, % at 12.5 µM;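 active = mean inhibition of at least 75% with every replicate also reaching 75%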;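 note: 0% = median of neutral control wells and 100% = pilot-screen positive control compound; some compounds past the cut are filed as inactive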
# HTR2A ag: agonists of mouse serotonin 5-HT2A receptor (HTR2A); activation, % at 7.6 µM; CHO-K1 mHTR2A beta-arrestin complementation, luminescence; percent of 30 µM serotonin response; actives 0.66% (n = 360,000); AID 624169;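 active = activation above a run cutoff, the mean activation of all tested compounds plus 3 SD, cut at about 14% in these data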;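 note: 0% = plate median of compound wells and 100% = 30 µM serotonin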
# NR2E3 ag-1: human photoreceptor-specific nuclear receptor agonism. Q9Y5X4. CHO-S Gal4-NCOR/VP16-NR2E3 two-hybrid, luciferase. inhibition of corepressor binding, % at 3.98 µM. actives 0.35% (n = 360,000). AID 602229;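 active = inhibition above the mean of all tested compounds plus 3 SD, cut at about 70% in these data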;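 note: 0% = DMSO with NR2E3 transfected cells and 100% = cells lacking NR2E3 construct; higher means lower luciferase signal from less NR2E3 corepressor binding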
# Target sequence (Q9Y5X4 whole entry, looked up, the tested form may be a part): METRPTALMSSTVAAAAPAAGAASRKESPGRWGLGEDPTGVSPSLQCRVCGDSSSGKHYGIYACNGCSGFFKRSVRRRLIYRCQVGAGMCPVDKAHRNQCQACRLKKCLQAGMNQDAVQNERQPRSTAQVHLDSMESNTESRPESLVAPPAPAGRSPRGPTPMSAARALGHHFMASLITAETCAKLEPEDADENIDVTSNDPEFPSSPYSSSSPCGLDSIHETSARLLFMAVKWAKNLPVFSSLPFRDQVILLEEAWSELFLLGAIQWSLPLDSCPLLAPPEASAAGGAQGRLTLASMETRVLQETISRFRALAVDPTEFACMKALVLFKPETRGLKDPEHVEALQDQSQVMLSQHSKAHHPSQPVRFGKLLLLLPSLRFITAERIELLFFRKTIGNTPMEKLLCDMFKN
# PDI inh: PDI (human) enzyme inhibition | P07237 | PDI insulin aggregation turbidity, A650, 90 min | inhibition, % at 10 µM | actives 0.052% (n = 350,000) | AID 588391;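 active = mean inhibition across replicates of 30% or more, whatever share of single replicates reach that level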;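 note: absorbance from insulin aggregation driven by PDI reduction with DTT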
# Target sequence (P07237 whole entry, looked up): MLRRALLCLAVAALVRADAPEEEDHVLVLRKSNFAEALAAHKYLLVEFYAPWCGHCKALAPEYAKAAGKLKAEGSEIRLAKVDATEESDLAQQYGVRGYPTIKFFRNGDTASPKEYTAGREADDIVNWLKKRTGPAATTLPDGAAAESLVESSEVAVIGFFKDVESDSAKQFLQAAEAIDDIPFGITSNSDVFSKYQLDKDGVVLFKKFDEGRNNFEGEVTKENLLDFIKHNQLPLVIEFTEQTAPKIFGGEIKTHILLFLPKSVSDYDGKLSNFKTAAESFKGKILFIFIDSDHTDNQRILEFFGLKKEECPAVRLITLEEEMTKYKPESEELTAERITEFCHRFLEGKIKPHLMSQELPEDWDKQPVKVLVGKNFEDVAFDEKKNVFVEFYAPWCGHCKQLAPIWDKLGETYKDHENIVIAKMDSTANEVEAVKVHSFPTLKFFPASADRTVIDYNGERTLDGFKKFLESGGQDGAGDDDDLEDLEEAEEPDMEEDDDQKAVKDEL
# HIF-2a block: blocks HIF-2a reporter activity. 786-0 RCC cells HIF-2a reporter, luciferase luminescence, overnight. actives 0.72% (n = 360,000). AID 624352. inhibition, % at 18.8 µM;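 active = inhibition of the luminescence signal of 40% or more relative to plate controls, in a single-dose primary screen at 18.75 µM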
# NR2E3 ag-2: NR2E3 (human) agonism | GST-NR2E3/biotin-RetCOR TR-FRET, 1536-well | inhibition of corepressor binding, % at 4.78 µM | actives 0.12% (n = 320,000) | AID 2300;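 active = percent inhibition above the cutoff of mean plus 3 SD of all tested compounds, set per screening campaign, cut at about 20% in these data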;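 note: 0% = DMSO wells and 100% = biotin wells as full block of FRET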
#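 System: GST-tagged NR2E3 plus biotinylated RetCOR corepressor; Amount: 1.35 nM GST-tagged NR2E3 final; Dosing: single nominal compound dose of 4.8 µM; Schedule: 5 h incubation at 4 °C; Technique: TR-FRET with europium anti-GST and streptavidin-D2, 340 nm excitation; Controls: biotin wells as high control, 0.6% DMSO wells as low control.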
# Peg3 promoter: inhibitors of Peg3 promoter. inhibition, % at 20 µM. AID 588405. HeLa PEG-Prom luciferase reporter, luminescence, overnight. actives 1.7% (n = 360,000);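 active = inhibition of at least 50% at 20 µM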
# CaV13 ICDI inh: Disruptors of the CACNA1D IQ motif to Ca2+-dependent inactivation inhibitor domain association, primary screening, Förster resonance energy transfer in intact living …; inhibition, % at 12.3 µM; HEK cells, CFP/YFP FRET ICDI-IQ, plate reader, 10 min; percent FRET-ratio fall versus neutral wells; AID 743397; actives 0.098% (n = 340,000);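 active = mean replicate inhibition of at least 30% and at least 1% of replicates passing that level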;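 note: 0% = median of the neutral control wells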
# Active calls of the source: *; nt = no result given.
SMILES,TRPM1 prom inh,hiPSC survival,Cardio protect,Shn3 3UTR inh,HTR2A ag,NR2E3 ag-1,PDI inh,HIF-2a block,NR2E3 ag-2,Peg3 promoter,CaV13 ICDI inh
O=c1c2ccccc2[nH]c(=S)n1CCCN1CCN(c2ccccc2F)CC1,5,0.1,-1,4,-4,-19,9,-4,-1,11,-19
O=C(Cc1ccc(-n2c(=O)[nH]c3ccsc3c2=O)cc1)NCc1cccnc1,2,-2.1,7,5,-1,4,0,11,1,5,-2
COc1ccc(CC(=O)N2CCN(C(=O)c3ccco3)CC2)cc1,4,3.3,-6,1,4,-7,-6,7,3,-4,-9
O=C(OCC(=O)N1CCN(S(=O)(=O)c2ccccc2)CC1)C1CCC1,1,-0.2,4,3,-3,-52,-6,-3,nt,0,-5
COc1cccc(NC(=O)COC(=O)/C=C/c2ccco2)c1,-2,-2.1,-9,-15,7,4,-3,7,3,-6,-6
CC1(Cc2ccc(OC(F)(F)F)cc2)C(=O)Nc2c(Cl)ccc(Cl)c21 (centres undefined),nt,2.5,-17,82,1,-28,6,7,nt,9,-5
COc1cccc(NC(=O)Nc2cc(C(=O)O)ccc2C)c1,0,-0.3,4,-8,1,-8,0,13,2,14,-3
CCC(C)(C)NC(=O)C(C)OC(=O)c1nsc(Cl)c1Cl (centres undefined),0,-1.0,5,-27,10,15,-10,13,-3,1,-5
Cc1ccc(OCC(=O)N/N=C/c2cc([N+](=O)[O-])ccc2N2CCCCC2)cc1,-19,1.7,-3,-16,4,-9,-8,5,1,33,-6
Cc1nc(CS(=O)(=O)c2ccccn2)sc1C(=O)NNC(=O)c1ccccc1,8,-0.3,0,-3,-3,3,0,10,2,-4,-5
CCOc1ccccc1Cn1c(=O)oc2ccc(C)cc21,9,-1.8,-11,3,-4,-5,-8,20,1,18,-1
CN(C)c1ccc(C(CNC(=O)c2ccccc2)c2c[nH]c3ccccc23)cc1 (centres undefined),4,-1.4,-1,-17,-4,-11,-1,-6,3,-47,-15
COc1ccc(-c2nnc(SCC(=O)NC(C)c3ccccc3)o2)cc1 (centres undefined),-8,-1.8,-5,-2,2,-17,nt,-51,1,-7,-2
CC1(C)CC(=O)C(Sc2ccc(Br)cc2)=C(O)C1,9,-0.6,4,-3,2,-10,1,15,2,14,-6
O=[N+]([O-])c1cccc(-c2noc(-c3cccs3)n2)c1,-48,-0.3,-4,-124,-7,-32,3,-281,-1,-299,-4
CCc1ccc(NC(=O)CSc2nnc(CNC(=O)c3cccs3)o2)cc1,-4,-0.5,-3,0,0,3,5,5,-1,17,-3
O=C1CC(=O)CC(c2ccco2)C1,6,0.8,-11,-9,3,-13,-6,6,2,-16,-5
CCSc1ccc([C@@H]2[C@@H]3C(=O)N(C)C(=O)[C@@H]3[C@]3(C(=O)OC)CCCCN23)cc1,-4,-2.4,-4,9,-11,-15,-4,-16,4,-9,-11
Cc1nnc(SCC(=O)NNC(=O)c2ccccc2)n1-c1ccccc1,-9,0.9,1,3,12,5,9,16,2,0,-3
Cc1ccc(NC(=O)CSc2ncc(S(=O)(=O)c3ccccc3)c(=O)[nH]2)cc1C,-11,2.2,0,-15,9,-7,-5,11,1,-13,-8
COC(=O)[C@@]1(Cc2ccc(OC)cc2)[C@H]2c3cc(C(=O)N(C)C)[nH]c3C[C@H]2CN1C(=O)c1ccccc1,1,-1.0,6,-2,1,-11,3,5,0,17,-5
CC1CCC(C(=O)NC(C(=O)N2CCc3ccccc3C2)C(C)C)CC1 (centres undefined),7,-1.4,1,-1,-7,-33,-4,14,1,12,-5
CC(NC(=O)CCCc1ccccc1)c1ccncc1 (centres undefined),9,0.2,11,2,1,8,-6,6,4,2,-4
CCOc1ccc(N(CC(=O)NC2CCCCCC2)S(=O)(=O)c2ccccc2)cc1,-3,-0.2,2,8,-3,5,0,19,1,19,-6
CCc1nc2ccccc2c(C(=O)OCC(=O)Nc2ccc(S(=O)(=O)N3CCOCC3)cc2)c1C,3,-1.2,-3,14,-9,21,2,12,-1,21,-1
C=CCNc1oc(-c2cccc(Cl)c2)nc1C#N,22,2.5,-4,5,4,-47,-5,27,nt,-7,-6
COc1cccc(/C=C(/C#N)c2ccc(F)cc2)c1OCc1cccc(C(=O)O)c1,-16,-1.5,3,-2,9,-61,-5,-49,0,-26,-4
C/C(Cn1cnc([N+](=O)[O-])n1)=N\NC(=O)c1ccc(F)cc1,5,-1.1,-4,-2,2,-8,10,3,1,-2,-4
CSCCC(NC(=O)c1ccccc1Br)C(=O)N1CCC(C)CC1 (centres undefined),7,-0.6,13,-31,-3,-7,0,22,1,20,-4
Cc1cccc(C)c1NC(=O)CN(C)C(=O)C1CCN(c2ncnc3sc(C)c(C)c23)CC1,3,-0.3,7,17,-8,-3,8,24,1,28,-7
COc1ccc(Cl)cc1NC(=O)CN1C(=O)CCS(=O)(=O)c2ccccc21,3,-0.7,14,-9,0,2,-5,10,nt,10,nt
CC[C@]1(C(=O)OC)[C@H]2C(=O)N(Cc3ccccc3)C(=O)[C@H]2[C@H]2CN=C(SCc3ccc(C)cc3)N21,-4,1.1,4,8,-3,-2,10,7,nt,14,-5
CN1CCN(C(=O)C2=C[C@H](c3ccc(Br)cc3)C[C@H](OCCCCO)O2)CC1,-4,-1.3,-2,-7,-2,1,-7,14,6,1,-11
CCCOc1cccc(-c2cc(C(=O)NN)c3ccccc3n2)c1,5,-0.4,6,1,4,-9,1,9,-4,-5,-6
O=C(O)c1cc(N/N=C/C=C/c2ccccc2[N+](=O)[O-])ccc1Cl,-53,-0.4,8,-44,6,-86,13,-192,-3,-205,-3
COc1ccc(NC(=O)Cn2nnc(C(=O)NCc3cccs3)c2N)c(OC)c1,4,-0.3,-1,2,5,-10,4,4,1,15,-13
CN(c1ccccc1)S(=O)(=O)c1cccc(C(=O)OCC(=O)NCc2ccc3c(c2)OCO3)c1,2,-1.6,1,14,0,15,-8,15,1,5,-18
CCOCCCNC(=O)CN1C(=O)/C(=C/c2ccccc2)Sc2ccccc21,3,-1.6,4,-14,-8,-32,1,-18,-5,3,-6
COc1ccccc1NC(=S)NC(=O)/C=C/c1cccs1,13,-0.6,-7,-14,0,7,2,-32,1,0,-6
Cc1cnn(-c2cc(N/N=C/c3ccc(F)cc3)ncn2)c1,-50,0.5,-12,-12,3,-12,-6,-48,0,-32,nt
Cc1ccc(CN2CC(C(=O)N(C)CC(=O)Nc3cccc(F)c3)CC2=O)cc1 (centres undefined),5,0.4,7,13,2,-12,3,11,0,12,-3
O=C(Cc1ccc(NC(=O)C2CCN(C(=O)C3CCC3)CC2)cc1)Nc1ccc(C(=O)N2CCOCC2)cc1,-13,1.7,13,-3,3,-11,-4,-1,nt,9,-9
CCCC(=O)Nc1ccc(C(=O)NCCc2ccc(F)cc2)cc1,-28,2.2,15,9,-3,-19,16,-34,-2,-42,-2
CC(=O)c1ccc(S(=O)(=O)N2CCC(NC(=O)c3ccccc3)CC2)cc1,7,-0.4,2,6,-4,5,-2,10,nt,7,-4
COc1ccc(Oc2c(OC)cc(NCc3ccc(CN)cc3)c3ncccc23)cc1,nt,-1.8,-1,13,-8,6,-2,3,nt,4,-6

# Overlap with the part before: 2 compounds, then new ones.
SMILES,TRPM1 prom inh,hiPSC survival,Cardio protect,Shn3 3UTR inh,HTR2A ag,NR2E3 ag-1,PDI inh,HIF-2a block,NR2E3 ag-2,Peg3 promoter,CaV13 ICDI inh
CC(=O)c1ccc(S(=O)(=O)N2CCC(NC(=O)c3ccccc3)CC2)cc1,7,-0.4,2,6,-4,5,-2,10,nt,7,-4
COc1ccc(Oc2c(OC)cc(NCc3ccc(CN)cc3)c3ncccc23)cc1,nt,-1.8,-1,13,-8,6,-2,3,nt,4,-6
CN(CC(=O)N1CCN(c2ccc(F)cc2)CC1)S(=O)(=O)c1ccc(F)cc1,-8,1.7,3,-13,-6,-1,1,-20,-2,-20,nt
COc1ccc2nc(SCC(=O)Nc3ccc(S(=O)(=O)N4CCCC4)cc3)c(C#N)cc2c1,1,-1.4,0,12,-3,-23,2,-16,-1,-6,-11
CCCCOc1ccc(Cl)cc1Nc1nc(NCCO)nc(N2CCCC2)n1,2,0.6,-11,10,4,15,-6,16,0,37,-5
CCSc1nnc(NC(=O)c2cc(-c3ccccc3O)n[nH]2)s1,-18,0.0,3,0,-1,-22,-3,11,0,-48,1
COC(=O)c1ccccc1NCCO,-1,0.0,6,1,6,-5,-2,11,2,10,-14
O=C(COC(=O)Cc1c(Cl)cccc1Cl)NCc1ccccc1,nt,-5.5,-2,-20,-5,-7,1,16,nt,4,-6
COc1ccc(C2=NN3C(=O)c4c(ccc(OC)c4OC)C3C2)cc1 (centres undefined),3,1.0,5,-14,-3,-12,13,-31,7,-21,-4
COc1cc2cc(CCOC(=O)c3ccco3)oc(=O)c2cc1OC,-1,2.2,6,-27,-3,-25,-2,5,1,1,-7
C/C(=N\NC(=O)c1nnn(-c2nonc2N)c1-c1ccccc1)c1ccccc1O,59,-0.5,36,80,-5,3,0,7,0,73*,-6
C/C(CC(=O)Nc1c(C)cc(C)cc1C)=N\NC(=O)OC(C)(C)C,5,-0.2,5,-30,0,-29,-1,10,1,4,-4
O=C(CCSCCC(=O)N1CCCC1)N1CCCC1,13,7.6,2,8,4,-34,15,11,3,12,nt
Cc1ccc(S(=O)(=O)C2(C(=O)NCc3ccccc3Cl)CC2)cc1,3,0.8,1,10,-2,-16,-5,14,-5,12,-2
O=C(COC(=O)C12CC3CC(CC(Br)(C3)C1)C2)Nc1c(F)cccc1F,-14,-2.9,-7,-2,4,-5,5,7,nt,1,-15
CC(C)(CNC(=O)c1ccccc1F)CNC(=O)c1ccccc1F,4,2.1,9,5,-2,-1,-4,13,0,17,-5
COc1ccc(C(=O)Nc2ccc(NC(=O)c3cccs3)cc2)cc1Cl,3,2.2,-1,-2,5,12,-2,4,4,0,-18
Cc1ccc2c(c1)N(CC(=O)NC1CCCCCC1)C(=O)c1cccnc1O2,10,1.1,0,-3,5,-16,-5,3,-1,8,-5
CCc1nnc(NC(=O)CN2CC(C)OC(C)C2)s1 (centres undefined),12,-0.4,5,-18,5,-7,-13,15,-1,4,-2
Cc1nn(C(=O)c2ccc3c(c2)OCO3)c(N)c1-c1ccccc1,-81,0.3,-28,-36,-3,-135,nt,-311,0,-463,-5
CC(=O)NCCN=Cc1sc2ccccc2c1O,4,-5.2,-2,-6,4,-28,2,-13,-3,-10,-5
CN1CCN(CCC(=O)Nc2ccc(OCc3ccccc3)cc2)CC1,-29,-1.4,4,-2,-7,-5,3,-30,2,-33,-5
CC(=O)c1ccccc1OC(=O)c1ccco1,-4,3.4,-1,-11,8,14,-11,-6,6,9,nt

# High-throughput results: PubChem, several laboratories
